Eya2 inh – Eya2 (human) phosphatase inhibition; AID 488837; Potency, µM (highest dose often 76.9 µM), without a hit: at the highest dose activity, negative = inhibition, actives largely listed as inhibitors; recombinant Eya2, OMFP fluorescence dephosphorylation (OMFP is methylfluorescein phosphate); 330,000 tested, 0.006% active; O00167; also: potency is read from the fitted curve at half-maximal effect; % is scaled to controls: 0 for no effect and ±100 for the full control effect
Target sequence (O00167 whole entry, looked up): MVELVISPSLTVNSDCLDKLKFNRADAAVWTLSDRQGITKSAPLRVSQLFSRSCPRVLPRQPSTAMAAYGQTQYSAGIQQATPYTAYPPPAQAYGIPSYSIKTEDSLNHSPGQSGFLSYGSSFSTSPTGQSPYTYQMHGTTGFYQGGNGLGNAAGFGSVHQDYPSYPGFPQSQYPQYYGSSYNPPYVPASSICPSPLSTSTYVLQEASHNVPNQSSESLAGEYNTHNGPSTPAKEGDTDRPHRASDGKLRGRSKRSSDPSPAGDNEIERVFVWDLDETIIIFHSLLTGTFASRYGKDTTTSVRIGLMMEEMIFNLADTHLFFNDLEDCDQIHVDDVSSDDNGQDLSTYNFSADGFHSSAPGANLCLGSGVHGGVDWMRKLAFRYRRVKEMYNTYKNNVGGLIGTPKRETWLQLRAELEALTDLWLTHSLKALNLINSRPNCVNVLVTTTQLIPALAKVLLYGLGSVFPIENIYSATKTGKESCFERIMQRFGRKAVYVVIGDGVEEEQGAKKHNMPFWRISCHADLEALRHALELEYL
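Eya2 protein (added as 0.2 uM solution) was preincubated with compound for 10 min at ambient temperature in 50 mM HEPES pH 7.5, 50 mM NaCl, 5 uM MgCl2, 0.05% BSA, 1 mM DTT. OMFP (added at 50 uM) then reacted 10 min; fluorescence read at 485/525 nm.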
Mito fusion yeast – mitochondrial division inhibition or fusion activation | S. cerevisiae fusion-defective mutant growth rescue, CellTiterGlo 48 h | Potency, µM (series often up to 46.1 µM), for the others: top-dose growth rescue (activation), most hits filed as activators | 320,000 tested, 0.23% active;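 also: potency is read from the fitted curve at half-maximal effect; % of control where 0% means no effect; nearly all actives have a fitted effect of over 45% in size; temperature-sensitive fusion mutants such as fzo1-1 at 37 °C on non-fermentable ethanol glycerol medium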
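S. cerevisiae fusion-defective temperature-sensitive mutants (e.g. fzo1-1, mgm1-5) grown 48 h at 37C in YPEG (ethanol/glycerol non-fermentable) medium with 23 nl compound per well; growth rescue read as CellTiterGlo luminescence.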
ELG1 DNA repair – inhibitors of ELG1-dependent DNA repair in HEK293T cells; HEK293T ELG1-luciferase reporter, luminescence, 16 h; DNA damage induced by 5-fluorouridine; Potency, µM (doses to about 46.1 µM), inactives show at the highest dose activity change, negative = inhibition, most hits filed as inhibitors; AID 504467; 330,000 tested, 2.3% active; also: potency is read from the fitted curve at half-maximal effect; % is scaled to controls: 0 for no effect and ±100 for the full control effect; nearly all actives have a fitted effect of over 55% in size
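Cells (2,000 per well) received 5-fluorouridine plus test compound or DMSO and were incubated 16 hr at 37 °C, 5% CO2. Luciferase activity was read by luminescence 30 min after ONE-Glo addition; signal suppression marked inhibition of damage-induced ELG1 function.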
TCR activator – T cell receptor activation; primary human leukocytes, anti-CD3, IL-2 HTRF, 48 h; AID 504894; 330,000 tested, under 10 active; Potency, µM (titrated, usually from 9.22 µM), inactives show at the highest dose activation of IL-2 secretion, usual class: activators; also: % of control where 0% means no effect
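Primary human leukocytes were stimulated with a-CD3 beads plus compounds for 48 hr without co-stimulation; secreted IL-2 was quantified by HTRF using a-IL-2-K (europium cryptate) and a-IL-2-d2, excited at 320nm with acceptor emission read at 665nm.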
a7 integrin act – activates integrin-mediated alleviation for muscular dystrophy; alpha7betagal myoblasts, beta-gal FDG fluorescence, 48 h; Potency, µM (top dose mostly 38.3 µM), without a hit: top-dose activation, actives largely listed as activators; 350,000 tested, 0.064% active; AID 624291;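 also: potency is read from the fitted curve at half-maximal effect; 100% = response of the positive control SU9516; nearly all actives have a fitted effect of over 60% in size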
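alpha7betagal+/- myoblasts (passage 13, 250/well) treated 48 h at 37C with compounds at 1:260 dilution of DMSO stock. Lysed, then beta-galactosidase activity read as FDG fluorescence (ex 480/em 540) after 30 min, with pre-read for autofluorescence.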
TSHR antagonist – blocks TSH signaling through the human TSH receptor; P16473; TSHR-expressing cells, TSH-stimulated cAMP HTRF, 2 h; stronger effect = lower value; activity change, negative = inhibition, % at 11.5 µM; 330,000 tested, 0.2% active; AID 504810;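 active = activity change below a set negative limit, meaning inhibition stronger than a set level, cut at about -70% in these data; inconclusive = activity change between two set negative limits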; also: % is scaled to controls: 0 for no effect and ±100 for the full control effect
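Inhibition of cAMP made by TSHR-expressing cells under TSH stimulation (4nM final, EC80; 2 h, 37 deg C) is quantified with a one-step lysis HTRF kit, anti-cAMP cryptate versus cAMP-d2.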
Tb PFK inh – T. brucei PFK enzyme inhibition; T. brucei PFK, ADP-Glo luminescence; Potency, µM (doses to about 57.5 µM), without a hit: at the top dose activity, negative = inhibition, actives largely listed as inhibitors; 330,000 tested, 0.17% active;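 also: potency is read from the fitted curve at half-maximal effect; 0% = uninhibited 1x PFK enzyme wells and -100% = no-enzyme wells; nearly all actives have a fitted effect of over 60% in size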
Target sequence (O15648 whole entry, looked up): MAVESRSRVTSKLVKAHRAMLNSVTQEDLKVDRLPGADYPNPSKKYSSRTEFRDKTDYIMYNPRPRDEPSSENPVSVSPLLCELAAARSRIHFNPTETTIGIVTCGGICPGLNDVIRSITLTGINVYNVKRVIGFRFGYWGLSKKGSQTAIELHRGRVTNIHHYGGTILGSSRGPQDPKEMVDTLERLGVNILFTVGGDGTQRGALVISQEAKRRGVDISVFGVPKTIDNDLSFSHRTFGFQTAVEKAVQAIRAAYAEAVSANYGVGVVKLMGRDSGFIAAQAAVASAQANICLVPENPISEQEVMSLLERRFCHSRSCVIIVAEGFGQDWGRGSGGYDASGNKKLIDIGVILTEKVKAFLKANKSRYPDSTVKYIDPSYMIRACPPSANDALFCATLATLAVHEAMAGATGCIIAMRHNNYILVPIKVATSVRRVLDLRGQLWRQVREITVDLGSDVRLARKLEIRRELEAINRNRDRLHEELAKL
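ADP-Glo luminescence quantified ADP after 45 min at room temperature, with 1.25 nM T. brucei PFK, 0.1 mM ATP and 0.5 mM fructose-6-phosphate in pH 8.0 TEA buffer. qHTS titrations up to 57 µM; curves classified by quality.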
Chronic BCR inh – blocks chronic active B-cell receptor signaling | ABC-DLBCL IkBa-CBG/CBR reporter, luminescence ratio, 4 h | Potency, µM (doses to about 46.1 µM), for the others: at the top dose ratio change, negative = lower green/red ratio, usual class: inhibitors | 340,000 tested, 0.05% active | AID 493014; active = well fitted inhibition curve with a large enough effect in the signal ratio, with a control signal flat, not every such curve was filed as active; inconclusive = small, poorly fitted or top-dose-only effect, or effect the other way, or a change in a side signal; the % refers to the signal ratio;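 also: potency is read from the fitted curve at half-maximal effect; plate controls were basal doxycycline-induced cells for no effect and cells given 10 µM MG132 for full effect; MG132 reads +100%, hits lower the ratio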
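Concentration-response series (up to 46 uM) were applied to TMD8 dual-reporter cells for 4 h at 37C with doxycycline. Green/red ratio, after filter-overlap correction, defined %Activity; red signal alone was normalised to basal cells and zero luminescence.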
PTAP TSG101 blk – blocks PTAP/TSG101 interaction to inhibit HIV-1 budding. Q99816. Fluorescence polarization, FITC-PTAP peptide / Tsg101 binding. Potency, µM (doses to about 115 µM), without a hit: at the top dose activity change, negative = inhibition, most hits filed as inhibitors. 340,000 tested, under 10 active. AID 493005; active = well fitted inhibition curve with a large enough effect in the main read-out, with a control signal flat, not every such curve was filed as active; inconclusive = small, poorly fitted or top-dose-only effect, or effect the other way, or a change in a side signal; inactive = no such curve, though single readings can be large or run the other way; also: potency is read from the fitted curve at half-maximal effect; % of control where 0% means no effect
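FP read-out: FITC-PTAP peptide, 50 nM final, binding Tsg101 binding domain, 10 uM final; 20 min, r.t.; 10 mM HEPES pH 7.5, 0.15 M NaCl, 0.01% Tween 20, 3 mM EDTA, 0.1 mM TCEP.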
ASM inhibitor – human S-ASM enzyme inhibition; P17405; placental ASM, HMU-PC fluorogenic substrate, 60 min; Potency, µM (titrated, usually from 57.5 µM), without a hit: top-dose activity change, negative = inhibition, actives largely listed as inhibitors; 340,000 tested, 0.006% active; also: potency is read from the fitted curve at half-maximal effect
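Fluorescence read-out (Ex 386 nm, Em 447 nm) after stopping the reaction at pH 10. Enzyme: ASM from human placenta; substrate HMU-PC0, 9 uM final; 60 min, 37 °C. Compound preincubation 10 min, ambient temperature.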
AT treatment – candidate therapy for ataxia-telangiectasia; 320,000 tested, 0.19% active; […] A-T fibroblasts, KAP-1 phosphorylation AlphaLISA; neocarzinostatin DNA damage 30 min before lysis; AID 485349; Potency, µM (titrated, usually from 57.5 µM), without a hit: at the highest dose activation, usual class: activators; also: potency is read from the fitted curve at half-maximal effect; % of control where 0% means no effect; nearly all actives have a fitted effect of over 45% in size
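ATM-like activity read as KAP-1 phosphorylation via AlphaLISA donor/acceptor antibody pairs after lysis and 6 hr at 25C. Cells were ATM-null patient fibroblasts ([…], hTERT), dosed 60 min, then exposed to the DSB inducer NCS for 30 min.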
The depositor's hits bear a star; ? = inconclusive; . = not tested or not shown; [ ] = dose if it differs, or a comment. Unless noted, calls follow the shape of the dose curve; as a rule, active = well fitted curve in the direction sought with a large enough effect; inconclusive = small, poorly fitted or top-dose-only effect, or another doubt; inactive = no such curve, though single readings can be large; an effect the other way counts as inactive or inconclusive. An unsorted share of the library. About 3.2% of those tested had a hit in this group.

1. O=C(Cc1c[nH]c2ccccc12)N1CCN(c2ccccc2)CC1
2. COc1ccc(N2CC(C(=O)NCCCN3CCOCC3)CC2=O)cc1 (configuration not stated)
3. COc1ccc2[nH]c3c(c2c1)CCN1C(=O)N([C@@H](C)C(=O)NCc2c(F)cccc2Cl)C(=O)[C@]31C
4. COc1ccc(NC(=O)c2ccc(F)c(F)c2)c2ccccc12
5. CCOC(=O)c1c(/N=C/N(C)C)sc(/C=N/Nc2ccccc2)c1-c1ccc(Cl)cc1
6. CN1C(C(=O)NCc2cccc(Br)c2)CC2Cn3c(nc4ccccc43)C21 (configuration not stated)
7. CS(=O)(=O)N(CC(=O)NCCSc1ccc(Cl)cc1)c1ccc2c(c1)OCO2
8. Cc1ccc(Cl)cc1NC(=O)CCC(=O)NCc1ccco1
Screen / compound no.,1,2,3,4,5,6,7,8
Eya2 inh,-7.1%,-11.0%,3.7%,-5.2%,-4.8%,-2.6%,-10.2%,14.4%
Mito fusion yeast,-7.3%,-1.1%,0.9%,4.6%,6.1%,-8.2%,-2.1%,-1.3%
ELG1 DNA repair,?,-7.2%,-23.8%,0.7%,-0.7%,0.1%,-2.4%,-1.3%
TCR activator,3.4%,-2.0%,-1.3%,-1.7%,-14.4%[46.1 µM],11.9%,-4.6%,-6.2%
a7 integrin act,23.0%,-1.4%,-16.4%,-12.7%,-14.0%,15.5%,-6.4%,-9.6%
TSHR antagonist,-2.2,3.1,-1.4,-6.4,-3.2,-4.2,-3.4,2.1
Tb PFK inh,0.8%,8.5%,0.2%,0.1%,-0.6%,-1.9%,1.7%,1.2%
Chronic BCR inh,-23.4%,0.6%,17.2%,9.2%,3.6%,1.5%,?,-3.0%
PTAP TSG101 blk,-0.8%,-1.2%,2.3%,-2.0%,1.7%,-4.9%,-1.8%,-1.7%
ASM inhibitor,-1.0%,3.0%,-1.7%,-1.1%,144.9%[activator],3.9%,-0.1%,1.1%
AT treatment,7.7%,-0.6%,-7.7%,14.7%,-2.3%,-31.8%,-5.6%,8.0%

Reformatted with values under each structure: 2 of the compounds above
Order of results: Eya2 inh, Mito fusion yeast, ELG1 DNA repair, TCR activator, a7 integrin act, TSHR antagonist, Tb PFK inh, Chronic BCR inh, PTAP TSG101 blk, ASM inhibitor, AT treatment
(2) COc1ccc(N2CC(C(=O)NCCCN3CCOCC3)CC2=O)cc1 (configuration not stated)
  -11.0%, -1.1%, -7.2%, -2.0%, -1.4%, 3.1, 8.5%, 0.6%, -1.2%, 3.0%, -0.6%
(7) CS(=O)(=O)N(CC(=O)NCCSc1ccc(Cl)cc1)c1ccc2c(c1)OCO2
  -10.2%, -2.1%, -2.4%, -4.6%, -6.4%, -3.4, 1.7%, ?, -1.8%, -0.1%, -5.6%

Following part:
9. COc1ccc(C(=O)NC2CCCc3c2cnn3-c2ccccc2F)cc1OC (configuration not stated)
10. COC(=O)COc1ccc(-c2ccc(F)cc2)cc1C=O
11. CC1CCN(S(=O)(=O)c2ccc(Cl)s2)CC1
12. CC1CCC(NC(=O)C2CCN(c3cnccn3)CC2)CC1 (configuration not stated)
13. C/C=C\C=C\C(=O)N1CC2(CC(c3cccc(NC(=O)COc4ccc(Cl)cc4)c3)=NO2)C[C@H]1C(N)=O (some centres not stated)
14. CC(=O)c1cccc(NC(=O)COc2ccc(S(=O)(=O)N3CCCCC3)cc2)c1
15. Cc1cc(C)cc(OCC(=O)Nc2cnn(CCCC(=O)O)c2)c1
16. CCCc1cc(Nc2c(C)n(C)n(-c3ccccc3)c2=O)n2c(nc3ccccc32)c1C#N
Screen / compound no.,9,10,11,12,13,14,15,16
Eya2 inh,-6.5%,13.9%,9.9%,-13.7%,-2.0%,.,-4.2%,-4.2%
Mito fusion yeast,-4.8%,8.3%,.,-2.4%,0.1%,-3.0%,1.3%,6.3%
ELG1 DNA repair,?,15.2%,7.3%,5.6%,?,.,5.2%,?
TCR activator,3.7%,2.8%,-2.0%,-0.8%,-1.0%,-1.4%,-1.0%,5.1%
a7 integrin act,-33.6%[inhibitor],-14.5%,.,-20.4%,-0.7%,2.1%,8.7%,22.8%
TSHR antagonist,-19.4,1.0,34.4,2.5,0.7,.,3.7,24.0
Tb PFK inh,-1.8%,-6.2%,-10.2%,-13.6%,?,.,1.3%,0.1%
Chronic BCR inh,11.1%,?,0.4%,-3.8%,-11.8%,.,-2.8%,16.9%
PTAP TSG101 blk,-3.6%,-2.3%,-4.8%,-6.6%,0.8%,-6.8%,-3.2%,-0.2%
ASM inhibitor,-1.1%,14.4%,4.9%,10.9%,-15.3%,-3.4%,6.2%,56.0%[activator]
AT treatment,3.0%,-4.1%,38.7%,3.1%,-16.1%,.,11.4%,1.7%

17. O=C(O)CN1C(=O)/C(=C\c2ccccc2OCc2ccc(Cl)cc2Cl)SC1=S
18. O=C1CC(c2ccccc2)Sc2nc3ccccc3n21 (configuration not stated)
19. CCc1ccc(/C=C2/C(=O)N(CC)C(=S)N2C)s1
20. Cc1csc(=O)n1CCC(=O)OCC(=O)Nc1ccc(F)c(F)c1F
21. Cc1ccc(S(=O)(=O)N(C)CCCC(=O)NCc2ccc3c(c2)OCO3)cc1
22. CCCn1nc(C(=O)Nc2ccc3c(c2)OCO3)c2ccccc2c1=O
23. COc1ccc(NS(=O)(=O)c2c(C(=O)N3CCCCCC3)c(C)n(C)c2C)cc1OC
24. CC(=O)NC(NC(=S)Nc1ccc(S(N)(=O)=O)cc1)C(Cl)(Cl)Cl (configuration not stated)
Screen / compound no.,17,18,19,20,21,22,23,24
Eya2 inh,2.8%,13.7%,3.7%,-18.6%,-9.2%,-13.1%,-1.2%,-28.4%
Mito fusion yeast,-8.6%,7.4%,20.1%,2.5%,2.1%,4.9%,3.0%,0.4%
ELG1 DNA repair,8.9%,?,?,5.0%,-17.9%,-15.4%,11.2%,3.1%
TCR activator,1.2%,-0.5%,-4.6%[46.1 µM],2.7%,3.9%,2.5%,4.4%,-2.2%
a7 integrin act,9.0%,21.8%,-38.3%,-11.7%,7.5%,?,13.3%,19.0%
TSHR antagonist,-14.2,-1.8,0.2,2.2,8.1,5.2,4.6,-7.8
Tb PFK inh,-19.0%,3.3%,-2.1%,-6.7%,3.9%,6.0%,2.6%,2.0%
Chronic BCR inh,?,12.1%,?,-5.5%,?,0.2%,-2.4%,-6.8%
PTAP TSG101 blk,-3.1%,-3.5%,-8.4%,-3.5%,-2.2%,-2.8%,-2.1%,-5.7%
ASM inhibitor,4.7%,-3.9%,-16.0%,2.2%,2.5%,-20.7%,-0.5%,2.9%
AT treatment,13.8%,0.5%,-41.3%[inhibitor],-0.9%,5.1%,2.7%,4.6%,-6.3%

25. CN(C(=O)c1ccc(NC(=O)Cc2cccc([N+](=O)[O-])c2)cc1)C1CCCC1
26. COc1ccccc1NC(=O)COC(=O)CCn1c(C)csc1=O
27. COCCn1c(=S)[nH]c2cc(C(=O)NCCc3ccc(OC)c(OC)c3)ccc2c1=O
28. CCCN(S(=O)(=O)c1ccc(OCC)cc1)S(=O)(=O)c1cccs1
Screen / compound no.,25,26,27,28
Eya2 inh,-18.1%,-0.9%,0.7%,-0.3%
Mito fusion yeast,.,5.4%,0.6%,7.1%
ELG1 DNA repair,-16.7%,12.2%,?,?
TCR activator,-4.7%,-3.1%,-2.2%,2.2%
a7 integrin act,2.9%,-11.8%,-20.4%,12.9%
TSHR antagonist,-14.6,-13.2,-8.4,0.1
Tb PFK inh,?,1.6%,3.2%,-6.5%
Chronic BCR inh,-2.1%,-0.9%,13.9%,?
PTAP TSG101 blk,-4.2%,-5.9%,-6.7%,-7.6%
ASM inhibitor,-7.4%,2.1%,5.4%,0.3%
AT treatment,-1.8%,-3.3%,-18.2%,19.7%

High-throughput results from PubChem BioAssay.
